KCNH2 3.1 block: blocks the human KCNH2 3.1 channel isoform. 0.95% of 340,000 active. activity change, % (tested at about 1.8 µM). U2OS KCNH2 3.1, thallium flux FluxOr; hits give low values. AID 720553;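 active = maximum activity change below -70%; inconclusive = maximum activity change from -70% to -50%; inactive = maximum activity change above -50%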;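 note: thallium influx rate constant from kinetic fluorescence after stimulation buffer; % is set by controls: 0 for no effect and ±100 for the full control effect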
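Thallium flux via FluxOr fluorescence (Red40 quencher, 45 min loading) in U2OS cells virally expressing the KCNH2 3.1 isoform (1.77 x 10^8 /mL virus, overnight at 37 C). Rate constants from 2-min kinetic reads post-stimulation, normalised to positive and negative controls.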
B2AR arrestin: recruits beta-arrestin to the human beta2-adrenergic receptor | Potency, µM (doses to about 46.1 µM), without a hit: at the highest dose activation, actives largely listed as activators | P07550 | beta-arrestin recruitment to beta2AR, cell-based reporter | 0.02% of 330,000 active | AID 492947;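 note: potency is the fitted concentration of half-maximal effect; 0% = DMSO controls and full agonism = EC100 isoproterenol or metaproterenol; nearly all actives have a fitted effect of over 65% in size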
Target sequence (P07550 whole entry, looked up): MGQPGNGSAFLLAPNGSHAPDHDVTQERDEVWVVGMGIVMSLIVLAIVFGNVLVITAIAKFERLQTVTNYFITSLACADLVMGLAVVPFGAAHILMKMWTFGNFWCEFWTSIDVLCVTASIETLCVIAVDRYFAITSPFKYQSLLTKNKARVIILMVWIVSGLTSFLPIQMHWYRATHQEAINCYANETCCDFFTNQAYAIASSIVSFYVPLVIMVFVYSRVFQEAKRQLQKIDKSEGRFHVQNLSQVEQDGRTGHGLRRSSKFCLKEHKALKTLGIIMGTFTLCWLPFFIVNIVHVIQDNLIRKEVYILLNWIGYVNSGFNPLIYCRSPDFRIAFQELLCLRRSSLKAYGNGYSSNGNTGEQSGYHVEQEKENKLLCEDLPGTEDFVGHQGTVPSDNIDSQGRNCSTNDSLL
Coupling enz: counter-screen for Giardia aldolase inhibitors: coupling enzyme system | coupling enzyme system counterscreen, AmpLite Red fluorescence | activity change, negative = inhibition, % at 58.2 µM, hits read low | 0.67% of 290,000 active | AID 2472; in the data active = activity change below about -30%; note: % is set by controls: 0 for no effect and ±100 for the full control effect
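First, compound is pin-transferred into glyceraldehyde-3-phosphate coupling-enzyme reagent at 57.5 uM final and held 10 min at RT. Next, substrate, coupling system and AmpLite Red are added. After 20 min RT, fluorescence (525/598 nm) is read.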
GALK inh: galactokinase (human) inhibition. P51570. Purified GALK, Kinase-Glo residual ATP luminescence. Potency, µM (titrated, usually from 57.5 µM), inactives show at the top dose activity change, negative = inhibition, usual class: inhibitors. 0.007% of 270,000 active; note: potency is the fitted concentration of half-maximal effect; % is set by controls: 0 for no effect and ±100 for the full control effect
Target sequence (P51570 whole entry, looked up): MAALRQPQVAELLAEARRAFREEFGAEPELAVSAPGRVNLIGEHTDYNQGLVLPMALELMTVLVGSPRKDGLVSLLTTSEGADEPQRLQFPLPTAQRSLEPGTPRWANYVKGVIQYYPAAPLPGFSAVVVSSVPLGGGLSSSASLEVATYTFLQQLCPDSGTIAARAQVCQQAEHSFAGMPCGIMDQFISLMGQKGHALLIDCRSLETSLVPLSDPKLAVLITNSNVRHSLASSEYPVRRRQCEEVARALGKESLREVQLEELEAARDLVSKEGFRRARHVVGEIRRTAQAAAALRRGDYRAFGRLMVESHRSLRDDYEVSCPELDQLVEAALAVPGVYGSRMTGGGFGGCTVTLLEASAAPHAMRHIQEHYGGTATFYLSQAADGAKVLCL
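5 nM enzyme, 35 uM ATP, 100 uM galactose, 20 mM HEPES pH8.0, 5 mM MgCl2; 1 h RT; residual ATP by Kinase-Glo Plus luminescence, qHTS format.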
Giardia kill: kills Giardia lamblia. Giardia lamblia trophozoite viability. activity change, % at 7.66 µM, hits read low. 0.15% of 340,000 active; in the data active = activity change below about -80%; inconclusive = between about -30% and that limit;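 note: parasites exposed to compound for two days anaerobically before the ATP read; % is set by controls: 0 for no effect and ±100 for the full control effect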
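ATP-content bioluminescence gauges trophozoite survival. Cells (100/well) receive compound and incubate anaerobically for 48 hrs at 37 deg C; detection reagent follows for 15-30 min at room temperature.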
CXXC DNA block: blocks binding of human MLL CXXC domain to DNA. MLL-CXXC / FITC-HOXA9 DNA fluorescence polarization. Potency, µM (top dose mostly 115 µM), for the others: at the top dose activity change, negative = inhibition, actives largely listed as inhibitors. 0.037% of 290,000 active. AID 2662; active = well fitted inhibition curve with a large enough effect in the polarisation, with a control signal flat, not every such curve was filed as active; inconclusive = small, poorly fitted or top-dose-only effect, or effect the other way, or a change in a side signal; inactive = no such curve, though single readings can be large or run the other way; the % refers to the polarisation; note: potency is the fitted concentration of half-maximal effect
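Fluorescence polarization: 7 uM MLL-CXXC (stock) preincubated 5 min with compounds, then 50 nM fluorescein-HOX-A9 DNA (stock) added; 30 min ambient. Buffer 50 mM Tris-HCl pH 7.5, 50 mM NaCl, 1 mM DTT, 0.05% BSA.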
KCNH2 WT inh: inhibitors of human wildtype KCNH2 potassium channel | Q12809 | U2OS, BacMam KCNH2, thallium flux FluxOr; hits give low values | activity change, % at 1.84 µM | 0.37% of 340,000 active | AID 720551;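 active = maximum activity change below -70%; inconclusive = maximum activity change between -70% and -50%; inactive = maximum activity change above -50%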; note: % is set by controls: 0 for no effect and ±100 for the full control effect
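U2OS cells were transduced with wild-type KCNH2 virus (2.03 x 10^8 / mL) for 4 h at room temperature, then cultured overnight at 37 C. Thallium flux was read with FluxOr dye. Rate constants were normalized to DMSO controls.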
PKM2 act: increases activity of human pyruvate kinase M2; P14618; purified PKM2, Kinase-Glo ATP luminescence, activation; response scale: 0% is enzyme alone, no compound; Potency, µM (titrated, usually from 57.5 µM), without a hit: at the highest dose activation, hits mostly activators; 0.34% of 260,000 active; AID 1631; note: potency is the fitted concentration of half-maximal effect; % is set by controls: 0 for no effect and ±100 for the full control effect; nearly all actives have a fitted effect of over 55% in size
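Purified hPK-M2 (>95% pure) converted ADP (0.1 mM final) to ATP with 0.5 mM PEP in 50 mM imidazole pH7.2, KCl, MgCl2, Tween 20, BSA; 1 h at room temperature. ATP detected by Kinase-Glo luminescence.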
USP2a block: inhibitors of human ubiquitin-specific protease USP2a. O75604. AID 463254. Potency, µM (titrated, usually from 38.3 µM), for inactives: at the top dose activity change, negative = inhibition, hits mostly inhibitors. USP2 core, Ub-CHOP2 coupled fluorogenic reporter, 485/531. 0.01% of 330,000 active;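 note: potency is the fitted concentration of half-maximal effect; plate controls were DMSO wells for no effect and full inhibition by NEM control for full effect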
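USP2 core (10nM final) preincubated 30min RT with compound in 20mM Tris-HCl pH 8.0, 2mM CaCl2, 2mM beta-mercaptoethanol, 0.05% CHAPS; 25nM Ub-CHOP2 plus 25nM reporter substrate added, fluorescence (Ex485/Em531) read after 60min.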
Menin MLL FP TR: menin-MLL binding inhibition, Texas Red mutant peptide. O00255. Menin + Texas Red MLL mutant peptide, fluorescence polarization. Potency, µM (series often up to 61.6 µM), without a hit: at the highest dose FP activity change, negative = inhibition, usual class: inhibitors. 0.23% of 270,000 active; active = well fitted inhibition curve with a large enough effect in the polarisation, with a control signal flat, not every such curve was filed as active; inconclusive = small, poorly fitted or top-dose-only effect, or effect the other way, or a change in a side signal; inactive = no such curve, though single readings can be large or run the other way; the % refers to the polarisation; note: potency is the fitted concentration of half-maximal effect; % of control where 0% means no effect; many of its hits are not listed in these tables
TRPV1 agonist: agonists of human vanilloid receptor 1 (TRPV1); Q8NER1; TRPV1-expressing cells, Fluo-8 calcium influx, agonist mode; activation, % at 8.33 µM; 0.19% of 320,000 active; in the data active = activation above about 80%; inconclusive = between about 30% and that limit; note: 0% is about no effect
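TRPV1-expressing cells were cultured overnight at 35.5C and loaded with Fluo-8 calcium dye for 40 to 90 min at room temperature. After a 10 s baseline, compound was added and calcium influx was read kinetically for 3 min (ex 480/em 520 nm).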
Active calls of the source: *; ? = inconclusive; . = no result given; & = joins results of further samples; [ ] = another dose, or the depositor's remark. Unless noted, calls come from the whole dose curve; as a rule, active = well fitted curve in the direction sought with a large enough effect; inconclusive = small, poorly fitted or top-dose-only effect, or another doubt; inactive = no such curve, though single readings can be large; an effect the other way counts as inactive or inconclusive. An excerpt; rates above refer to the full screens.

The first 3 entries, ahead of the listing:
Results follow in this order: KCNH2 3.1 block	B2AR arrestin	Coupling enz	GALK inh	Giardia kill	CXXC DNA block	KCNH2 WT inh	PKM2 act	USP2a block	Menin MLL FP TR	TRPV1 agonist
> Cc1noc(NS(=O)(=O)c2ccc(NC(=O)/C=C/c3ccc(C(C)C)cc3)cc2)c1C
    12.2	-0.7%	4.7	-9.3%	-7.8	?	-10.3	-2.7%	0.6%	?	1.7
> O=C(CSc1nc(NS(=O)(=O)c2ccccc2)cc(=O)[nH]1)Nc1ccccc1Cl
    -4.7	0.1%	1.7	16.2%	11.7	-1.9%	14.6	2.9%	1.0%	14.7%	-2.1
> O=C(N/N=C/c1ccc([N+](=O)[O-])cc1)C(=O)N1CCCC1
    14.0	0.1%	2.9	-2.3%	-3.7	-2.3%	-6.0	-0.7%	0.0%	0.2%	1.5

All compounds of this part, from the start:
Results follow in this order: KCNH2 3.1 block	B2AR arrestin	Coupling enz	GALK inh	Giardia kill	CXXC DNA block	KCNH2 WT inh	PKM2 act	USP2a block	Menin MLL FP TR	TRPV1 agonist
> Cc1noc(NS(=O)(=O)c2ccc(NC(=O)/C=C/c3ccc(C(C)C)cc3)cc2)c1C
    12.2	-0.7%	4.7	-9.3%	-7.8	?	-10.3	-2.7%	0.6%	?	1.7
> O=C(CSc1nc(NS(=O)(=O)c2ccccc2)cc(=O)[nH]1)Nc1ccccc1Cl
    -4.7	0.1%	1.7	16.2%	11.7	-1.9%	14.6	2.9%	1.0%	14.7%	-2.1
> O=C(N/N=C/c1ccc([N+](=O)[O-])cc1)C(=O)N1CCCC1
    14.0	0.1%	2.9	-2.3%	-3.7	-2.3%	-6.0	-0.7%	0.0%	0.2%	1.5
> C[C@H](NC(=O)c1nc[nH]c1C(=O)NCCCCCN)C(=O)OC(C)(C)C
    15.6	-0.3%	.	.	0.0	.	-2.4	.	0.4%	.	2.4
> CCN(CC)c1ccc(/C=N/N2CCN(Cc3ccc(Cl)cc3)CC2)c(O)c1
    -23.7	-0.7%	1.1	-3.0%	-5.4	-7.6%	11.7	11.8%	0.7%	.	4.0
> Cc1nc(-c2nnc(SCC(=O)Nc3ccc(Cl)cc3)n2C)cs1
    4.2	-0.1%	-0.5	-0.1%	-9.4	-1.4%	-1.5	-1.9%	1.0%	.	0.2
> CCOc1ccc(-n2c(SCC(=O)NCc3ccco3)nnc2-c2c[nH]c3ccccc23)cc1
    -14.1	0.0%	-0.4	-3.9%	-13.8	8.5%	-23.6	3.5%	0.2%	-4.4%	-2.2
> O=C(/C=C/c1ccco1)Nc1cccc(NC(=O)/C=C/c2ccco2)n1
    -13.5	0.2%	-5.0	-1.7%	-22.0	4.0%	13.0	11.3%	4.5%	?	0.4
> CCN1C(=NCCN2CCOCC2)N[C@@H](c2ccccc2)C(C(=O)OC)=C1C
    -3.0	-0.1%&0.4%	-0.4&0.9	.	-27.7	10.9%&4.8%	-11.8	1.5%&2.9%	1.2%&0.8%	-17.0%&-7.6%	3.6&0.6
> COc1ccc(C(=O)NC2CCc3ccccc32)cc1OC1CCN(C(C)=O)CC1 (stereo not given)
    -9.5	-0.1%	.	-2.5%	18.4	7.4%	-0.2	6.5%	3.0%	.	0.7
> CCCn1c2ccccc2c2cnn(CC(=O)N3CCN(C4CCCCC4)CC3)c(=O)c21
    -7.5	-0.1%	1.0	5.8%	-6.5	-11.1%	9.1	.	2.1%	-16.7%	-3.8
> CCOC(=O)N1CCN(C(=O)c2oc3ccc(S(=O)(=O)N4CCOCC4)cc3c2C)CC1
    16.2	0.5%	2.1	-0.4%	4.7	-8.1%	-9.6	-4.3%	-1.5%	-6.5%	0.0
> Cc1cc(NC(=O)CSc2nnc(-c3cccnc3)n2C)no1
    14.9	-0.1%	3.1	1.8%	-3.8	7.7%	11.3	0.8%	-10.0%	1.5%	2.3
> CCOC(=O)c1ccc(S(=O)(=O)NNC(=O)COc2ccccc2C)cc1
    -0.3	2.0%	0.6	3.0%	-3.3	1.6%	-14.9	-15.4%	5.1%	5.4%	16.4
> Nc1c(/C=C2/C=CC(=O)C(O)=C2)c(=O)nc2sc(CC(=O)N3CCCC3)nn12
    15.1	-0.3%	-7.4	-25.7%	-11.6	79.0%[activator]	-13.9	.	2.5%	9.4%	1.8
> CCCCCCCc1nc2nc(C)c(Br)c(=O)n2[nH]1
    -5.3	0.4%	5.2	-3.9%	-6.9	10.6%	-17.4	4.8%	4.6%	.	-1.5
> CCC(C)(C)n1nnnc1C(c1ccc(O)cc1)N1CCc2ccccc2C1 (stereo not given)
    -1.1	-0.3%	5.3	5.0%	6.4	-0.9%	4.1	0.4%	3.9%	-1.0%	7.2
> O=C(CCC(=O)c1cccs1)Nc1ccc(N2CCCCC2)cc1
    27.7	0.6%	-0.4	-0.3%	9.0	-6.2%	-4.3	-0.5%	-1.2%	?	23.3
> O=C(CSCC(=O)N1CCCc2ccccc21)Nc1nc(-c2ccccc2)cs1
    0.7	-0.3%	-1.2	.	-4.2	7.3%	2.0	-17.0%	-4.1%	-2.7%	-3.0
> COc1cccc(O)c1CN1CCC(C(=O)Nc2ccc(-c3cccc(C)c3)cc2)CC1
    -99.2*	-0.4%	-1.3	-4.6%	0.3	?	-42.2	0.4%[11.5 µM]	-1.4%	-18.0%	3.0
> Cc1nc2ncccn2c1-c1csc(Nc2ccccc2)n1
    0.9	-0.8%	-0.6	-2.7%	11.2	4.8%	-0.9	-1.6%	2.6%	3.4%	2.2
> Cc1ccc2nc(N3C(=O)C(O)=C(C(=O)c4cc5ccccc5o4)C3c3cccs3)sc2c1 (stereo not given)
    -4.3	-0.6%	-1.4	1.0%	-3.9	2.6%	-17.7	7.0%	0.5%	?	12.7
> CCOC(=O)C1C(=O)CC(C)(O)C(C(=O)OCC)C1c1cccc(OC(F)(F)C(F)F)c1 (stereo not given)
    -1.3	-0.6%	0.1	-4.0%	1.8	-3.3%	1.0	-5.1%	-1.9%	-13.9%	13.3
> CCOc1ccc(C(=O)NC2CC3CCCC(C2)N3CC(C)C)cc1 (stereo not given)
    5.0	0.2%	-0.1	7.4%	-0.1	-8.4%	21.4	-1.5%	1.2%	-19.3%	3.3
> O=C(O)c1cc(NS(=O)(=O)c2ccc(N3CCOCC3)c([N+](=O)[O-])c2)cc(C(=O)O)c1
    -3.0	-0.9%	10.2	0.2%	-3.6	-1.9%	1.2	-0.5%	0.4%	0.8%	1.8
> NC(=O)Cn1cnc2c(nnn2-c2cccc(Cl)c2)c1=O
    -2.1	-0.3%	1.0	.	-25.3	-1.0%	-4.8	.	3.8%	9.1%	1.1
> c1ccc(-n2c(-c3ccco3)nnc2-c2ccco2)cc1
    2.7	0.0%	-0.9	1.5%	8.8	-6.8%	-3.9	-4.6%	0.1%	.	0.6
> COc1ccc(NS(=O)(=O)c2ccc(NS(=O)(=O)c3cccc(C(=O)O)c3)cc2)cc1
    2.2	-0.6%	9.2	-0.9%	-12.9	-2.1%	-13.5	.	0.2%	.	2.5
> O=C(Nc1ccon1)c1nc[nH]c1C(=O)N1CCN(c2ccccc2)CC1
    24.8	-0.2%	.	.	-8.8	.	-8.2	.	1.3%	.	.
> COc1ccc(N2CC(C(=O)N3CCN(c4ccccc4F)CC3)CC2=O)cc1 (stereo not given)
    -21.3	-0.8%	6.4	-1.6%	3.9	15.3%	13.0	.	-1.2%	-10.3%	-0.5
> Cc1ccc(S(=O)(=O)N(CC(=O)Nc2ccc(C)c(Cl)c2)C(=O)N2CCN(C)CC2)cc1
    1.2	-0.8%	.	.	7.3	.	-2.2	.	1.5%	.	-1.8
> CCn1c(=O)c2cc(C(=O)NCCOC)sc2c2ccccc21
    0.8	0.2%	-0.5	-1.4%	-18.8	?	-8.7	.	-11.5%	-2.4%	13.1
> CC1CN(c2oc(-c3ccco3)nc2C#N)CC(C)O1 (stereo not given)
    -13.3	0.3%	2.6	2.5%	-1.6	-2.6%	-1.6	8.7%	5.3%	-13.1%	2.7
> N#Cc1ccccc1OCC(=O)OCC(=O)NC1CC1
    -26.9	-0.1%	.	.	-18.2	.	-1.5	.	-0.8%	.	-9.3
> CCOc1ccc2nc(SCC(=O)NCc3ccccc3)[nH]c2c1
    7.1	-0.2%	4.0	0.6%	10.3	-3.3%	-8.2	-1.6%	2.3%	0.7%	20.8

Screening data: PubChem BioAssay, National Center for Advancing Translational Sciences (NCATS)
